p53 reactivation – re-activators of mutant p53; 0.063% of 320,000 active; AID 504706; Potency, µM (titrated, usually from 92.2 µM), for the others: at the top dose activity change, positive = activation, usual class: activators; H1299 p53-A138V BP100-luciferase reporter, luminescence, 24 h; further: % of control where 0% means no effect; nearly all actives have a fitted effect of over 45% in size
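p53-null H1299 cells stably carrying temperature-sensitive p53-A138V and a BP100-luciferase reporter were pinned with compounds (4-point, 1:5 series) and held 24 hrs at 37 deg C. Luminescence was read 10 min after detection reagent.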
uPA surface inh – blocks generation of uPA at the cell surface. cell surface uPA generation assay, qHTS. Potency, µM (series often up to 38.3 µM), for the others: at the highest dose activity change, negative = inhibition, hits mostly inhibitors. 0.31% of 330,000 active. AID 540303; active means well fitted inhibition curve with a large enough effect; inconclusive means small, poorly fitted or top-dose-only effect; inactive means no such curve, though single readings can be large or run the other way; tested in mouse RAW 264.7 cells; further: on the % scale 0 is the no-effect control and ±100 the full control effect; nearly all actives have a fitted effect of over 55% in size
MBNL1 CUG block – inhibitors of human MBNL1 binding to CUG repeat RNA | 0.036% of 280,000 active | Q9NR56 | Potency, µM (series often up to 57.5 µM), inactives show at the top dose activity change, negative = inhibition, most hits filed as inhibitors | TR-FRET MBNL1-His/biotin-(CUG)12 binding, 665/545 ratio; active means well fitted inhibition curve with a large enough effect in the signal ratio, with a control signal flat, not every such curve was filed as active; inconclusive means small, poorly fitted or top-dose-only effect, or effect the other way, or a change in a side signal; inactive means no such curve, though single readings can be large or run the other way; the % refers to the signal ratio; further: on the % scale 0 is the no-effect control and ±100 the full control effect
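MBNL1-His + Biotin-(CUG)12, cpd titration 92 nM–58 uM; Tb anti-His Ab 0.055 ng/ul, SA-XL665 5 nM (final); 60 min RT; ratiometric 665/545 nm, Ex 340 nm; normalized to buffer and full-complex controls.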
RORgamma inh – blocks mouse ROR gamma transcriptional activity | Drosophila S2 Gal4-RORgamma UAS-luciferase reporter, 20 h | Potency, µM (titrated, usually from 53.6 µM), for the others: top-dose activity change, negative = inhibition, hits mostly inhibitors | 5.4% of 310,000 active | AID 2551; further: on the % scale 0 is the no-effect control and ±100 the full control effect; nearly all actives have a fitted effect of over 60% in size
Target sequence (P51450 whole entry, looked up, the tested form may be a part): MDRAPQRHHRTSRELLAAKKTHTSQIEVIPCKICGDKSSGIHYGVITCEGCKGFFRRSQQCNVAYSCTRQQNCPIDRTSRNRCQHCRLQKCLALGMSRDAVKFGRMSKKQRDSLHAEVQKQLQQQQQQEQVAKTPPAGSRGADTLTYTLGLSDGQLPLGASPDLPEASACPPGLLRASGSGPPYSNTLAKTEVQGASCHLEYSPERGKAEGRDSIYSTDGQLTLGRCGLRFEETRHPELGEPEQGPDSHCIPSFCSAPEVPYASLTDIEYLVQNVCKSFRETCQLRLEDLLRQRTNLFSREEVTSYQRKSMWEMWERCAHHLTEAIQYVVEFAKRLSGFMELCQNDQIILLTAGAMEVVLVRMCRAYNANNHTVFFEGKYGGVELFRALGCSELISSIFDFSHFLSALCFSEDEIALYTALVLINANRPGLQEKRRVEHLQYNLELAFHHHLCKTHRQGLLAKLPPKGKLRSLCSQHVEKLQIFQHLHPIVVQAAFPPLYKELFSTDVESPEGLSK
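In this cell-based reporter format, copper sulfate (700 uM final) drives Gal4–ROR gamma fusion expression from a metallothionein promoter in Drosophila Schneider cells; compounds preincubated 1 hr, reporter read after 20 hr at ambient temperature.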
NPC1 prom act – activators of NPC1 promoter; Huh7 NPC1 promoter luciferase reporter, 24 h; Potency, µM (top dose mostly 9.22 µM), for inactives: at the highest dose activation, usual class: activators; 2.4% of 320,000 active;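 further: % of control where 0% means no effect; nearly all actives have a fitted effect of over 60% in size; reporter is driven by a mutant NPC1 promoter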
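Luminescence read-out of NPC1 promoter-driven luciferase in stably transfected Huh7 cells; compounds delivered in DMSO and left 24 h at 37C, 5% CO2, qHTS titration format.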
BRCA1 expr up – activators of BRCA1 expression; MCF7-BRCA1-FFLuc reporter, luminescence, 48 h; response scale: scaled: vehicle 0%, 10 µM genistein 100%; Potency, µM (highest dose often 46.1 µM), inactives show at the top dose activation, hits mostly activators; 1.1% of 380,000 active; AID 624202; further: nearly all actives have a fitted effect of over 80% in size; some results filed as inactive show a strong effect at the top dose
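MCF7-BRCA1-FFLuc cells, 2000/well in phenol-red-free MEM, attached 2 h then treated 48 h at 37 C. Luciferase luminescence read 15 min after reagent; normalized to genistein maximum activation (10microM) and DMSO, concentration-response fitted.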
ELG1 genotoxic – genotoxicity induction in ELG1-luciferase HEK293T cells; HEK293T ELG1-luciferase reporter, luminescence, 16 h; Potency, µM (doses to about 46 µM), for the others: at the highest dose activity change, positive = activation, most hits filed as activators; 1.3% of 330,000 active; AID 504466; further: % of control where 0% means no effect; nearly all actives have a fitted effect of over 60% in size
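Cells (2,000/well) expressing the ELG1-luciferase fusion are dosed by pin tool and kept 16 hr at 37 °C, 5% CO2. Signal comes from ONE-Glo luciferase reagent after 30 min at room temperature.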
FLuc modulator – counter-screen for miR-21 project: firefly luciferase inhibitors or activators. P08659. purified FLuc, Km substrates, luminescence inhibition. Potency, µM (highest dose often 57.5 µM), for the others: top-dose activity change, negative = inhibition, most hits filed as inhibitors. 6.9% of 360,000 active;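 further: plate controls were vehicle for no effect and reference inhibitor for full effect; nearly all actives have a fitted effect of over 55% in size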
Target sequence (P08659 whole entry, looked up): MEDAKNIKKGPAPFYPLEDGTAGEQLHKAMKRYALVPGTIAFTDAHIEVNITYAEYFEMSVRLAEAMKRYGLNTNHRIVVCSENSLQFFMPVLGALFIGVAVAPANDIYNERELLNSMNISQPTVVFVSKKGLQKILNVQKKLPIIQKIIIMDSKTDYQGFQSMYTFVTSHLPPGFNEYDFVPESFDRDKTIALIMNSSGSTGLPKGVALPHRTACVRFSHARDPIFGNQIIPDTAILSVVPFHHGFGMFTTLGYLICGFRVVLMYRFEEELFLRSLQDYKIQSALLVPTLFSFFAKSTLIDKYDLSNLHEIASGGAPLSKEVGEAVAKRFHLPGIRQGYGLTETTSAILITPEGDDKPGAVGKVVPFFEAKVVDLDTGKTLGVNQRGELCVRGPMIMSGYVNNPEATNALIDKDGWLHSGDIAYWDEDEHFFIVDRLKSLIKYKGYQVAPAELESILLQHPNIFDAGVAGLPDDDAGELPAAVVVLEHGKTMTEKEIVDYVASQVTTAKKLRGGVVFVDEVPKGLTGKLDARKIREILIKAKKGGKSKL
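Purified P. pyralis luciferase (10nM final) with 10uM D-luciferin and 10uM ATP (Km levels) in 50mM Tris acetate pH 7.5, 10mM Mg acetate, 0.01% Tween-20, 0.05% BSA; qHTS 6-point titration, ~60 µM downward; luminescence read.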
Rab9 promoter act – activates the Rab9 promoter; AID 485297; 2.8% of 320,000 active; Potency, µM (top dose mostly 9.22 µM), for inactives: at the highest dose activation, negative = inhibition, usual class: activators; Huh7 Rab9 promoter-luciferase reporter, luminescence, 24 h; further: % of control where 0% means no effect; nearly all actives have a fitted effect of over 60% in size
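Steps: seed 1500 Huh7 Rab9-luc cells per well, rest 2 h at 37 °C; add compound in DMSO; incubate 24 h; add luciferase reagent, 10 min ambient; read luminescence.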
Gal4-VP16 FLuc – Gal4-VP16 reporter inhibition counter-screen. Drosophila S2 Gal4-VP16 UAS-luciferase, luminescence, 20 h. Potency, µM (doses to about 53.6 µM), without a hit: top-dose activity, negative = inhibition, usual class: inhibitors. 3.5% of 310,000 active;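 further: Gal4-VP16 expression switched on by copper sulfate through the metallothionein promoter; on the % scale 0 is the no-effect control and ±100 the full control effect; nearly all actives have a fitted effect of over 50% in size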
The depositor's hits bear a star; ? = inconclusive; nt = not tested or not shown; & = joins results of further samples; [ ] = dose if it differs, or a comment. Unless noted, the call rests on the fitted dose curve; in most records, active means well fitted curve in the direction sought with a large enough effect; inconclusive means small, poorly fitted or top-dose-only effect, or another doubt; inactive means no such curve, though single readings can be large; an effect the other way counts as inactive or inconclusive. Potency means the concentration at half of the fitted maximal effect.

SMILES	p53 reactivation	uPA surface inh	MBNL1 CUG block	RORgamma inh	NPC1 prom act	BRCA1 expr up	ELG1 genotoxic	FLuc modulator	Rab9 promoter act	Gal4-VP16 FLuc
C1=C(c2ccc(-c3ccccc3)cc2)Nc2ncnn2C1c1ccco1 (stereo unspecified)	?	-8%	41%[activator]	11µM*	2.8µM*	-21%	10%	21µM*	3.2µM*	?
O=C1CC(c2ccccc2)Sc2nc3ccccc3n21 (stereo unspecified)	?	-2%	13%	-6%	-1%	1%	?	4.8µM*	10%	-13%
O=C(O)CN1C(=O)/C(=C\c2cccc(OCc3ccc(Cl)cc3)c2)SC1=S	nt	8%	6%	nt	1%	?	10%	?	-2%	nt
C=C(C)CNC(=O)CCc1nnc(C2(c3ccc(Cl)cc3)CCC2)o1	9%	-4%	5%	?	11%	30%	12%	?	?	9%
CC(=O)N1CCN(CC(=O)Nc2ccccc2C(=O)NCc2ccc(C)cc2)CC1	5%	nt	-2%	24%	-4%	0%	-13%	0%	-3%	5%
COCCCNC(=O)C1CCC(CNS(=O)(=O)c2ccc(C)cc2)CC1 (stereo unspecified)	-3%	nt	-5%	6%	-5%	nt	2%	2%	4%	-2%
NC(=O)c1ccc(NC(=O)CN2CCN(Cc3ccccc3)CC2)cc1	1%	-3%	4%	2%	4%	-24%	0%	0%	-4%	2%
COc1ccc(NC(=O)Nc2ccc(C)cc2OC(F)F)cc1OC	1%	-3%	-16%	?	-5%	-39%	-6%	-1%	-1%	?
CC(C)c1nnc(NC(=O)CSc2ncn[nH]2)s1	?	5%	-3%	1%	7%	5%	-4%	1%	-6%	-9%
C=CCn1nc2ccccc2c1OCCO	26%	-1%	nt	nt	2%	0%	11%	?	-5%	nt
CCOC(=O)c1ccc(NC2c3ccccc3C(=O)N2c2ccccn2)cc1 (stereo unspecified)	1%	-4%	12%	21%	-4%	36%	9%	3%	-3%	-4%
CC1CCN(CC(CS(=O)(=O)c2ccc([N+](=O)[O-])cc2)N2CCC(C)CC2)CC1 (stereo unspecified)	-13%	-2%	?	-6%	-23%	-10%	-9%	0%	-42%[inhibitor]	-4%
CC(C)C(=O)Nc1ccc(NC(=O)c2cccc3c(Br)cccc23)cc1	2%	0%	2%	-1%	-1%	-5%	0%	2%	-10%	-1%
CCOc1ccc(NS(=O)(=O)c2ccc(C(=O)NCC3(N4CCCCC4)CCCCC3)cc2)cc1	26%	7%	-2%	-4%	-7%	-45%	4%	0%	-8%	-5%
COc1cc(C(=O)N=c2sccn2C)c([N+](=O)[O-])cc1OC	-5%	5%	?	-29%	1%	-6%	6%	0%	0%	3%
CC1CN(Cc2cn(C)nc2-c2ccc(Oc3ccccc3)cc2)CCN1C (stereo unspecified)	8%	-1%	-17%	-2%	-5%	-29%	-5%	2%	3%	-20%
O=C1c2ccc3c4c(ccc(c24)C(=O)N1c1ccc(O)cc1)C(=O)N(c1ccc(O)cc1)C3=O	7%	-2%	19%	?	-2%	-11%	-4%	5%	-5%	5%
Cc1ccc(S(=O)(=O)NCC(=O)NCC(=O)OCC(=O)N2CC(=O)Nc3ccccc32)cc1C	0%	-7%	-8%	-2%	-1%	-7%	0%	-1%	-4%	-19%
Cc1[nH]c(=S)c(C#N)c(-c2ccccc2)c1C(=O)Nc1ccccc1	1%	1%	4%	-32%	-1%	3%	0%	-19%	-2%	-3%
CCCn1c(SCC(=O)Nc2nccs2)nnc1-c1cccnc1	0%	-4%	-2%	2%	8%	6%	2%	0%	-4%	-13%
CCOC(=O)N1CCN(C(=O)c2ccc3c(c2)N(Cc2ccccc2)CCS3)CC1	7%	-10%	13%	16%	1%	-5%	-2%	3%	3%	-15%
Cc1cccc(NC(=O)CNC(=O)CN2C(=O)NC3(CCCCC3C)C2=O)c1C (stereo unspecified)	-4%	4%	nt	nt	0%	-10%	3%	3%	-5%	nt
O=C(N/C(=C/c1ccccc1)C(=O)N1CCOCC1)c1ccc([N+](=O)[O-])cc1	15%	-3%	?	-6%	-2%	-2%	2%	-2%	-8%	-1%
Cc1ccc(-c2n[nH]c3c2C(c2cccc(O)c2)N(c2ccc(C(=O)O)cc2)C3=O)cc1 (stereo unspecified)	4%	5%	-10%	-18%	-2%	10%&0%	1%	8.5µM*	-2%	-6%
Cc1cc2ncn(S(=O)(=O)c3ccc(F)cc3)c2cc1C	nt	1%	-12%	2%	-3%	7%	1%	2%	-3%	2%
Brc1ccccc1CN1CCC(Cc2ccccc2)CC1	nt	0%	-13%	15%	-1%	-12%	-3%	-2%	-4%	?
Cc1ccccc1C(=O)/C=C1/c2ccccc2CC(C)(C)N1C	-5%	nt	5%	5%	0%	-34%	-6%	7%	-1%	10%
CN(C)CCNC(=O)Nc1ccc(F)cc1F	-2%	-4%	0%	4%	3%	-1%	2%	1%	-3%	-3%
CN(C)c1ccc(CNC(=O)CCc2ccc(S(=O)(=O)N3CCCCCC3)cc2)cc1	-4%	-6%	nt	nt	-1%	-33%	-8%	3%	-1%	nt
CCc1ccccc1Nc1ncnc2ccccc12	-2%	-4%	-2%	13%	4%	-29%	-4%	-1%	-13%	-7%
Cc1nc(-c2cccc(S(=O)(=O)N3CC(C)CC(C)C3)c2)cs1 (stereo unspecified)	-4%	-5%	-4%	2%	-3%	-36%	-4%	0%	2%	-2%
CC(=O)c1cccc(NC(=O)c2cc3nc(C)cc(C)n3n2)c1	?	-6%	-3%	-18%	?	73%	8.2µM*	7.6µM*	2µM*	-6%
COc1cccc(Cn2cc(-c3cccc(C(F)(F)F)c3)nn2)c1	nt	3%	2%	43%	9%	30%	0%	-2%	2%	10%
CC(=O)Oc1ccc(C(=O)[C@H]2[C@H]3C(=O)N(c4ccc(C)cc4)C(=O)[C@H]3[C@@H]3C=CC=NN32)cc1	17%	2%	-8%	?	-2%	-16%	11%	-1%	-2%	3%
Cc1cc(C)c(S(C)(=O)=O)c(Oc2ccc(C(C)(C)C)cc2)n1	-4%	-1%	0%	-1%	-2%	-41%	-7%	6%	7%	0%
COC(=O)C1=NN[C@H](C(=O)OC)[C@H]1c1ccccc1	1%	1%	-9%	-4%	0%	-1%	2%	1%	-2%	-11%
CCN(CC)C(=O)CN1CCN(c2ccccc2F)CC1	-5%	0%	-5%	-20%	2%	9%	-4%	1%	4%	0%
O=C(Cn1ccnc1)c1ccc(Cl)cc1	5%	10%	-11%	8%	4%	1%	-1%	-4%	5%	8%
Cc1c(C(=O)N2CCCCCC2)c(S(=O)(=O)Nc2cccc(F)c2)c(C)n1C	-7%	-9%	-6%	3%	-6%	8%	-1%	3%	-1%	-9%
O=C(CSc1cccc(C(F)(F)F)c1)N1CCN(S(=O)(=O)c2ccccc2)CC1	-4%	10%	-1%	-26%	-1%	-27%	-8%	-2%	-2%	12%
COC(=O)c1ccccc1CC1SC(N)=NC1=O (stereo unspecified)	2%	0%	-3%	-20%	0%	-7%	0%	0%	-2%	6%
CC(C)(C)NC(=O)C(Cc1ccccc1)N1C(=O)c2ccccc2C1=O (stereo unspecified)	3%	4%	0%	-10%	-3%	5%	-1%	-1%	5%	2%
O=C(OC1CCCCC1)c1ccc(NC(=O)C2CCCCC2)cc1	6%	-6%	14%	24%	-3%	-28%	0%	?	0%	0%
COc1ccc(C2=NO[C@@H]3[C@@H]4C[C@@H]([C@H]5C(=O)N(C)C(=O)[C@@H]45)[C@H]23)cc1	5%	-2%	-10%	-1%	0%	-12%	0%	-1%	-1%	0%
COc1ccccc1-c1nnc(C2CCN(S(=O)(=O)c3cccc([N+](=O)[O-])c3)CC2)o1	-5%	4%	?	-3%	0%	-23%	0%	9%	7%	-10%
Cc1ccccc1-n1nc(-c2cccnc2)cc1C(=O)NN	-4%	15%	-4%	-19%	-4%	4%	0%	-2%	-4%	0%
COc1ccc(N2CCN(C(=O)COC(=O)c3ccc(Cl)nc3)CC2)cc1	2%	-1%	nt	nt	-4%	12%	2%	4%	-3%	nt
O=c1c2cccnc2[nH]c(=S)n1Cc1ccccc1	-3%	-3%	-12%	10µM*	0%	4%	6%	1%	-2%	4µM*
O=C1CCCCC1S(=O)(=O)c1ccccc1 (stereo unspecified)	-2%	1%	13%	-2%	1%	-10%	-1%	2%	0%	-4%
O=C(Nc1ccc(SC(F)F)cc1)c1ccc(F)cc1	-1%	?	-1%	?	2.2µM*	3.2µM*	?	8.5µM*	1.3µM*	-7%

Entries above printed as active in RORgamma inh:
| SMILES | p53 reactivation | uPA surface inh | RORgamma inh | NPC1 prom act |
| --- | --- | --- | --- | --- |
| C1=C(c2ccc(-c3ccccc3)cc2)Nc2ncnn2C1c1ccco1 (stereo unspecified) | ? | -8% | 11µM* | 2.8µM* |
| O=c1c2cccnc2[nH]c(=S)n1Cc1ccccc1 | -3% | -3% | 10µM* | 0% |

Screening data from PubChem BioAssay.
